BLM helicase inh – blocks DNA unwinding by human BLM helicase | P54132 | recombinant BLM DNA unwinding, fluorescence dequenching | Potency, µM (top dose mostly 56.1 µM), inactives show at the highest dose activity change, negative = inhibition, actives largely listed as inhibitors | 350,000 compounds, 0.2% hits | AID 2528;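 further: plate controls were vehicle for no effect and no enzyme for full effect; nearly all actives have a fitted effect of over 35% in size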
APEX1 inh – inhibitors of human APE1 endonuclease; P27695; recombinant APE1, TAMRA/BHQ-2 abasic DNA cleavage fluorescence; Potency, µM (titrated, usually from 65.8 µM), inactives show at the top dose activity change, negative = inhibition, actives largely listed as inhibitors; 350,000 compounds, 0.35% hits; AID 2517;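 further: plate controls were vehicle for no effect and reference inhibitor for full effect; nearly all actives have a fitted effect of over 55% in size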
Target sequence (P27695 whole entry, looked up): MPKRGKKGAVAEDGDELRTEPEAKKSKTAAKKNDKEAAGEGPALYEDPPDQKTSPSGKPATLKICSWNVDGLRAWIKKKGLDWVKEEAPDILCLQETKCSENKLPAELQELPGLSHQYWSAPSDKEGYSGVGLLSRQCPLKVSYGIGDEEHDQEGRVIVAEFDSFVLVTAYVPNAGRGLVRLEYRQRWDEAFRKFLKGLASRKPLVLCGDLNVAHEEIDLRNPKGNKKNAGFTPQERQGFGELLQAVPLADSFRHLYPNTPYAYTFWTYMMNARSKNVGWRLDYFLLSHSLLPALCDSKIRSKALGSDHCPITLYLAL
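Incision of a quenched TAMRA/BHQ-2 THF abasic-site duplex (50 nM) by 0.75 nM APE1, after 15 min compound preincubation, measured as fluorescence increase over three 60 s reads. Values normalized to buffer, DMSO and NSC13755 control wells.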
Pol eta inh – inhibitors of human DNA polymerase eta. recombinant Pol eta, fluorescent DNA replication assay. Potency, µM (top dose mostly 114 µM), for inactives: at the highest dose activity change, negative = inhibition, hits mostly inhibitors. 390,000 compounds, 1.2% hits; further: on the % scale 0 is the no-effect control and ±100 the full control effect
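Pol eta at 10 nM preincubated with compounds 15 min at room temperature; reaction started with fluorescent substrate (50 nM final) and read kinetically at 0 and 10 min.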
Pol iota inh – DNA polymerase iota (human) inhibition | Q9UNA4 | 390,000 compounds, 1% hits | AID 588590 | Potency, µM (doses to about 115 µM), inactives show at the highest dose activity, negative = inhibition, most hits filed as inhibitors | Pol iota fluorescent replication assay, 10 min
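Pol iota at 10 nM preincubated 15 min with compounds at room temperature; reaction started with fluorescent substrate, 50 nM final. Fluorescence read kinetically at 0 and 10 min; buffer-only wells as negative control.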
POLB inh – blocks human DNA polymerase beta activity. P06746. Pol beta primer extension/strand displacement, fluorescence kinetic. Potency, µM (top dose mostly 114 µM), inactives show top-dose activity change, negative = inhibition, usual class: inhibitors. 340,000 compounds, 1.3% hits. AID 485314; further: on the % scale 0 is the no-effect control and ±100 the full control effect
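Curves were derived by four-parameter Hill fits of normalized qHTS data. The kinetic fluorescent primer-extension read was taken at 0 and 10 min after 50 nM substrate, following a 15 min room-temperature preincubation of 10 nM enzyme with compounds.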
JMJD2A Tudor – blocks the human JMJD2A Tudor domain; O75164; AlphaScreen JMJD2A-Tudor / H3K4me3 peptide binding; Potency, µM (top dose mostly 114 µM), without a hit: at the top dose activity change, negative = inhibition, hits mostly inhibitors; 390,000 compounds, 4.4% hits; AID 504339; further: on the % scale 0 is the no-effect control and ±100 the full control effect; nearly all actives have a fitted effect of over 50% in size
POLK inh – DNA polymerase kappa (human) inhibition; 400,000 compounds, 0.53% hits; purified Pol kappa, fluorescent DNA synthesis assay, 10 min; Q9UBT6; Potency, µM (titrated, usually from 107 µM), for inactives: at the top dose activity, negative = inhibition, hits mostly inhibitors; further: on the % scale 0 is the no-effect control and ±100 the full control effect
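Pol kappa 10 nM + cpd, 15 min RT; start w/ substrate 50 nM final; fluorescence kinetic read, 0 and 10 min. Neg ctrl: buffer, no enzyme.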
G9a inh – G9a (human) methyltransferase inhibition | Q96KQ7 | G9a H3K9 monomethylation, AlphaScreen, 2 h | Potency, µM (series often up to 102 µM), inactives show top-dose activity, negative = inhibition, actives largely listed as inhibitors | 350,000 compounds, 8.8% hits; further: on the % scale 0 is the no-effect control and ±100 the full control effect; nearly all actives have a fitted effect of over 75% in size
Target sequence (Q96KQ7 913-1193 limits assumed): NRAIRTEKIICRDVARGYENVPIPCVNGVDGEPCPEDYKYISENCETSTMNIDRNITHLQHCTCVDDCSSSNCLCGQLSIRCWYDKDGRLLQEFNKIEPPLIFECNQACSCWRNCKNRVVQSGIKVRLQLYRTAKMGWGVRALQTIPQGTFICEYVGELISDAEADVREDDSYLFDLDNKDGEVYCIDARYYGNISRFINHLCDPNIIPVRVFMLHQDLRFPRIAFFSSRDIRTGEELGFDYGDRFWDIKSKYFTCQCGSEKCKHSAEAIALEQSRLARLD
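Chemiluminescent proximity detection of H3K9 monomethylation, read after 10 min bead incubation in the dark. Reaction: 20 nM G9a, 500 nM biotin-H3K9 peptide, 20 uM SAM cofactor, 2 h, room temperature, following 15 min enzyme-compound preincubation.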
BAZ2B block – BAZ2B (human) inhibition; Q9UIF8; AlphaScreen BAZ2B-H3K14Ac peptide displacement; Potency, µM (highest dose often 114 µM), for the others: at the highest dose activity change, negative = inhibition, actives largely listed as inhibitors; 360,000 compounds, 4.4% hits; further: on the % scale 0 is the no-effect control and ±100 the full control effect; nearly all actives have a fitted effect of over 60% in size
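Protein-peptide AlphaScreen: BAZ2B 50 nM, b-H3K14Ac 50 nM, 1x PBS pH 7.4 + 0.01% Tween-20. Preincubation 30 min RT; cpd 30 min RT (top 110 uM); beads 20 min RT, light-protected.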
* = called active by the depositor; ? = inconclusive; nt = no result given; [ ] = dose if it differs, or a comment. The call rests on the fitted dose curve; in most records, active means well fitted curve in the direction sought with a large enough effect; inconclusive means small, poorly fitted or top-dose-only effect, or another doubt; inactive means no such curve, though single readings can be large; an effect the other way counts as inactive or inconclusive. Potency means the concentration at half of the fitted maximal effect. An excerpt (hit frequency here may not be typical).

SMILES	BLM helicase inh	APEX1 inh	Pol eta inh	Pol iota inh	POLB inh	JMJD2A Tudor	POLK inh	G9a inh	BAZ2B block
COCCNC(=O)Cc1c(C)c2cc3c(cc2oc1=O)OC(C)(C)CC3	-2%	36%	0%	0%	-2%	-11%	-6%	8%	-15%
Cc1ccccc1C(=O)N1CCN(c2ccc(NC(=O)c3ccccc3[N+](=O)[O-])cc2)CC1	-7%	0%	4%	?	?	-4%	-24%	0%	?
CSc1nc(SCC(=O)NC(c2ccccc2)c2ccccc2)c2c3c(sc2n1)CN(C)CC3	-11%	?	-1%	17%	48%	-28%	-6%	?	-9%
COc1cc(-c2noc(C)c2C(=O)NCc2ccc3c(c2)OCO3)cc(OC)c1OC	nt	20%	-7%	-10%	nt	-16%	14%	nt	nt
Brc1ccc(COc2cccc3cccnc23)cc1	nt	nt	-12%	40%[activator]	nt	10%	-4%	nt	nt
COc1ccccc1C(=O)NCCn1cc(SCC(=O)Nc2cc(C)on2)c2ccccc21	-6%	-3%	-10%	14%	-2%	-22%	-10%	?	-24%
CCc1nnc(SCc2ccc(CSc3nnc(CC)n3N)cc2)n1N	3%	-1%	-17%	18%	6%	-1%	-5%	-12%[59 µM]	12%
CC(C)OC(=O)c1cccc2c1C(=O)c1ccccc1-2	-4%	11%	-18%	1%	18%	-3%	-6%	nt	7%
CCOC(=O)CNC(=O)/C=C/c1c(Cl)cccc1Cl	2%	3%	-6%	11%	1%	-11%	-6%	23%	1%
O=C(CCNC(=O)c1ccccc1Cl)Nc1ccc(Br)c(C(F)(F)F)c1	-10%	6%	-20%	0%	3%	-10%	-13%	-9%[59 µM]	-11%
O=C(C1CCC(Cn2c(=O)c3sccc3n(Cc3ccccc3F)c2=O)CC1)N1CCCCC1 (stereo not given)	-3%	nt	-18%	2%	0%	?	0%	-12%[59 µM]	-6%
CCOC(=O)c1cccc(NC(=O)C2CCN(S(=O)(=O)c3c(C)noc3/C=C/c3ccc(C)cc3)CC2)c1	-3%	nt	-19%	21%	-15%	-3%	3%[60.1 µM]	-3%[59 µM]	-3%
Cc1cc2oc(=O)cc(CN3CCN(S(=O)(=O)c4cccs4)CC3)c2cc1C(C)C	-2%	-2%	-26%	12%	26%	-15%	-5%	34%[59 µM]	-7%
CCOC(=O)c1[nH]c(C)c(C(=O)N(CC)CC)c1C	-4%	3%	0%	-9%	3%	-27%	-11%	79µM*	3%
Cc1[nH]n(-c2ccccc2)c(=O)c1/C=N/c1ccccn1	-2%	-5%	-21%	1%	13%	-2%	-11%	-24%	?
Cn1c(=O)c2c(nc(CN3CCc4ccccc4C3)n2CCCO)n(C)c1=O	-7%	0%	-10%	90%[activator]	19%	1%	-4%	11µM*	-14%
CCOc1ccccc1NC(=O)CSc1nc(=O)n(CCCN2CCOCC2)c2c1CCC2	nt	-1%	-10%	-8%	nt	-5%	-3%	-5%	15%
CCOC(CNC(=O)CN1C(=O)COc2ccc(S(=O)(=O)N3CCCC3)cc21)OCC	-1%	17%	-13%	11%	61%	1%	9%	7%	-13%
Cc1ccc(-n2ncc3c(=O)n(Cc4cccc(C(F)(F)F)c4)cnc32)cc1C	-3%	nt	-8%	2%	28%	0%	-5%	5%[59 µM]	1%
Cc1ccc2oc(=O)c3cnn(CC(=O)N(C)c4ccc(F)cc4)c3c2c1	-5%	nt	2%	-9%	11%	-21%	-19%	-5%[59 µM]	-7%
COc1cc(CN2CCC(C(=O)N3CCCC(C)C3)CC2)cc(Br)c1O (stereo not given)	-2%	-10%	10%	24%	2%	?	-9%	7.9µM*	22µM*
COc1cc(C2C(C#N)=C(N)N(c3cccnc3)C3=C2C(=O)CC(C)(C)C3)ccc1O (stereo not given)	-3%	9%	-7%	17%	1%	-8%	-5%	19%[12.7 µM]	2%
COc1ccc(C(=O)NCc2cn3ccccc3n2)cc1	1%	3%	-10%	-7%	19%	-8%	7%	106%[activator][59 µM]	-7%
CC(=O)NC1C(OC(=O)/C=C/c2ccccc2)OC(COC(C)=O)C(OC(C)=O)C1OC(C)=O (stereo not given)	1%	61%[activator]	-18%	23%	-10%	1%	1%	62%[activator]	-18%

Structural class: the compounds so far with sulfur
SMILES	BLM helicase inh	APEX1 inh	Pol eta inh	Pol iota inh	POLB inh	JMJD2A Tudor	POLK inh	G9a inh	BAZ2B block
CSc1nc(SCC(=O)NC(c2ccccc2)c2ccccc2)c2c3c(sc2n1)CN(C)CC3	-11%	?	-1%	17%	48%	-28%	-6%	?	-9%
COc1ccccc1C(=O)NCCn1cc(SCC(=O)Nc2cc(C)on2)c2ccccc21	-6%	-3%	-10%	14%	-2%	-22%	-10%	?	-24%
CCc1nnc(SCc2ccc(CSc3nnc(CC)n3N)cc2)n1N	3%	-1%	-17%	18%	6%	-1%	-5%	-12%[59 µM]	12%
O=C(C1CCC(Cn2c(=O)c3sccc3n(Cc3ccccc3F)c2=O)CC1)N1CCCCC1 (stereo not given)	-3%	nt	-18%	2%	0%	?	0%	-12%[59 µM]	-6%
CCOC(=O)c1cccc(NC(=O)C2CCN(S(=O)(=O)c3c(C)noc3/C=C/c3ccc(C)cc3)CC2)c1	-3%	nt	-19%	21%	-15%	-3%	3%[60.1 µM]	-3%[59 µM]	-3%
Cc1cc2oc(=O)cc(CN3CCN(S(=O)(=O)c4cccs4)CC3)c2cc1C(C)C	-2%	-2%	-26%	12%	26%	-15%	-5%	34%[59 µM]	-7%
CCOc1ccccc1NC(=O)CSc1nc(=O)n(CCCN2CCOCC2)c2c1CCC2	nt	-1%	-10%	-8%	nt	-5%	-3%	-5%	15%
CCOC(CNC(=O)CN1C(=O)COc2ccc(S(=O)(=O)N3CCCC3)cc21)OCC	-1%	17%	-13%	11%	61%	1%	9%	7%	-13%
